Screens as filed in PubChem BioAssay.
MEKK2wt PB1 HTS = raises or lowers MEK5 binding to wildtype human MEKK2 PB1 domain. Q9Y2U5. bead flow cytometry, Alexa488-MEK5 binding to MEKK2 WT; actives lie on both sides. binding response (% of control), % at 10 µM. 290,000 compounds, 1.1% hits; in the data active means binding response below about 67% or above about 130%
CRFBP-R2 agonist = CRF-BP/CRF-R2 complex agonism; HEK293 CRF-R2/CRF-BP, calcium dye fluorescence (FLIPR); percent of saturating CRF peptide response; activation, % at 13.2 µM; 350,000 compounds, 0.46% hits; AID 588473;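 active means activation of at least 50%, plus an integration ratio under a set limit after plate pattern correction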;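 further: plate controls were neutral control wells without compound for no effect and CRF at EC100 for full effect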
MEKK2mut PB1 HTS = signal of MEK5 binding to mutant human MEKK2 PB1 domain; percent response, % at 10 µM; 290,000 compounds, 0.35% hits; bead flow cytometry, Alexa488-MEK5 binding to MEKK2 mutant; AID 1530; in the data active means percent response above about 24%, passing the limit was not always enough; further: inactives centre near 1; some results filed as inactive read as strong as hits; reference of the scale not given here
UBC9 SUMO inh = blocks human SUMOylation mediated by UBC9; P63279; HTRF SUMOylation assay, SAE1/SAE2 + UBC9, in vitro; inhibition, % at 35 µM; 290,000 compounds, 0.36% hits; in the data active means inhibition above about 50%, passing the limit was not always enough; further: strong numbers were not always called active
Target sequence (P63279 whole entry, looked up): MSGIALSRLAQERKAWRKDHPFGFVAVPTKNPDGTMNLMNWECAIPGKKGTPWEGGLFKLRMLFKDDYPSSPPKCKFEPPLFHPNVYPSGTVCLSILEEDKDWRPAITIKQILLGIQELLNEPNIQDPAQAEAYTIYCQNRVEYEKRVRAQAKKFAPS
DNA FID counter = displaces DNA intercalator in HCV helicase counter-screen | DNA fluorescent intercalator displacement, fluorescence | inhibition, % at 7.9 µM | 290,000 compounds, 0.17% hits; in the data active means inhibition above about 37%;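 further: 0% = vehicle and 100% = reference compound; higher means more ethidium bromide displaced from hairpin DNA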
GalR3 antag = human GalR3 antagonism; O60755; 360,000 compounds, 0.44% hits; inhibition, % at 3 µM; HEK293 GalR3-CNG cAMP membrane potential fluorescence; galR3 body fused to GalR1 C-terminus;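 active means inhibition above the screen-wide average plus 3 SD, cut at about 13% in these data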;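 further: forskolin and galanin both at EC90 stimulate the cells; cAMP rise reported by CNG channel membrane potential dye signal; 0% = forskolin plus galanin with DMSO and 100% = forskolin alone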
Target sequence (O60755 1-299 limits assumed): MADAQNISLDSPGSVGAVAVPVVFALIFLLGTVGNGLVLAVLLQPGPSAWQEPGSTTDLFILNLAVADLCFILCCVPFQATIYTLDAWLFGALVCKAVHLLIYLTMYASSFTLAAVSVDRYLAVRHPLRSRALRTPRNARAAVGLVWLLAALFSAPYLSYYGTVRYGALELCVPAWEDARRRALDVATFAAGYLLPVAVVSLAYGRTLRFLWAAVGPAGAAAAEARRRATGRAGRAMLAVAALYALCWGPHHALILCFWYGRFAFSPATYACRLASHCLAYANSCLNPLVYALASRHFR
CRFBP-R2 block = CRF-BP/CRF-R2 complex antagonism | HEK293 CRF-R2/CRF-BP, CRF-induced calcium fluorescence | inhibition, % at 11.8 µM | 350,000 compounds, 0.59% hits;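 active means inhibition of the ligand-induced calcium signal above about 50% at the single tested concentration, limit read from the data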
MEKK3 PB1 HTS = raises or lowers MEK5 binding to the human MEKK3 PB1 domain. Q99759. bead-based flow cytometry, Alexa488-MEK5 binding to MEKK3; actives lie on both sides; 0 = blocked by unlabeled MEK5, 100 = vehicle. binding response (% of control), % at 10 µM. 290,000 compounds, 1.4% hits;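 active means binding response more than 3 SD above or below the average of its plate-row segment, actives on both sides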;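 further: Alexa488 bead fluorescence after subtracting the streptavidin-only scavenger bead signal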
Target sequence (Q99759 whole entry, looked up, the tested form may be a part): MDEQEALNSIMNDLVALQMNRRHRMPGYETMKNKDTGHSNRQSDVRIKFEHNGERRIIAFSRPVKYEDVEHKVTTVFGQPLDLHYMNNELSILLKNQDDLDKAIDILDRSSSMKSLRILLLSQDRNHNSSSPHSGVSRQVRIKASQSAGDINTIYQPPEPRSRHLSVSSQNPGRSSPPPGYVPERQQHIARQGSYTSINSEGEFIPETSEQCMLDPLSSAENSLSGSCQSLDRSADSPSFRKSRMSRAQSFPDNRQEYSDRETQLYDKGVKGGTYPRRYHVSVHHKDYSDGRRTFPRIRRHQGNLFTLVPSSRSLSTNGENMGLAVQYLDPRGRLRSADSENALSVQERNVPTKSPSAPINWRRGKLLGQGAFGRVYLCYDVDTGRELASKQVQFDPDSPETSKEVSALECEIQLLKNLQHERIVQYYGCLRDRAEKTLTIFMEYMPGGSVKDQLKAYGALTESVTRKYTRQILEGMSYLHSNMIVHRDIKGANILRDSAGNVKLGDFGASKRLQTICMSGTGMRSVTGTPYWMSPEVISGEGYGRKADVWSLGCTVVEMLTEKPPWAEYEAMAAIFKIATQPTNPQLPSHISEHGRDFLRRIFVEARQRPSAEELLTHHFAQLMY
HCV NS3 hel inh = HCV NS3 helicase inhibition; NS3 helicase DNA unwinding, Cy5 molecular beacon fluorescence; inhibition, % at 10.9 µM; 290,000 compounds, 0.56% hits; AID 1800;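 active means inhibition above the mean of all tested compounds plus 3 SD, set per campaign, cut at about 35% in these data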;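 further: 0% = DMSO wells and 100% = thioflavine S control wells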
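Assay system – hepatitis C virus NS3 helicase domain fragment enzyme · Buffer or medium – MOPS pH 6.5, MgCl2, DTT, Tween20, BSA · Reagent – Cy5/quencher beacon DNA duplex and ATP to start · Compound – single 10.9 µM dose · Timing – 1 h at 25 °C · Technique – Cy5 beacon fluorescence read at start and 1 h · Measure – % inhibition of unwinding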
* = called active by the depositor; . = no result given. These rows are one share of the data, so the mix of outcomes need not match the whole.

SMILES	MEKK2wt PB1 HTS	CRFBP-R2 agonist	MEKK2mut PB1 HTS	UBC9 SUMO inh	DNA FID counter	GalR3 antag	CRFBP-R2 block	MEKK3 PB1 HTS	HCV NS3 hel inh
CCOc1c(C)cnc2c1c(=O)n(Cc1c(F)cccc1Cl)c(=O)n2C	100.0	-1.7	1.0	12.0	-33.0	0.9	6.6	102.0	-0.4
Cc1nn(-c2ccccc2)c(C)c1/C=C/C(=O)OC(C)C(N)=O (stereo not drawn)	104.0	-5.2	1.0	13.8	-8.8	-7.9	23.7	103.0	-3.5
Cc1cnc(NC(=O)c2cncc(Br)c2)s1	90.0	0.3	-11.0	-0.8	-1.2	0.6	-106.0	95.0	-3.3
Cc1occc1-c1nnc(SCC(=O)Nc2nc3ccccc3s2)o1	96.0	-0.4	-5.0	16.8	-17.8	-7.3	-13.3	87.0	3.1
CN1C(=O)/C(=C/c2ccccc2OCc2ccc(F)cc2)N(C)C1=S	90.0	0.4	-10.0	-4.6	-2.7	0.5	2.9	100.0	-6.3
Oc1ccc(/C=N/Nc2cccc(Cl)n2)c(O)c1	99.0	-1.3	0.0	-12.9	-1.3	-8.2	8.2	100.0	1.8
COc1ccc(/C=c2/sc3n(c2=O)NC2(c4ccccc4)N(C)C(=O)N(C)C2(c2ccccc2)N=3)cc1 (stereo not drawn)	93.0	1.6	-7.0	0.5	-3.8	7.1	-18.4	98.0	-3.5
CCOC(=O)C1(C)Oc2ccc(S(=O)(=O)CC)cc2NC1=O (stereo not drawn)	100.0	-1.2	-2.0	13.7	-8.6	-4.9	2.2	110.0	2.5
CCC(C)[C@@H](C(=O)NCC1CCC(C(=O)O)CC1)n1nnc2ccccc2c1=O (stereo partly drawn)	.	0.5	.	-4.2	-18.2	2.1	-7.6	.	10.5
Clc1ccsc1-c1ccc2ccccc2n1	107.0	2.4	5.0	-2.4	2.5	-4.6	-20.6	102.0	1.6
CC1(C)NC(=O)N(CCCCOc2ccc(Cl)cc2)C1=O	99.0	2.1	6.0	-5.3	-5.9	-7.7	-21.6	103.0	-4.5
COC(=O)c1cccc(N(CC(=O)NC2CCCC2)C(=O)CNC(=O)c2cccs2)c1	97.0	-0.7	-5.0	-1.7	-29.4	-7.2	7.6	101.0	12.3
CN1C(N)=NC(=O)/C1=C\c1ccc(Br)cc1	101.0	0.4	8.0	-2.6	-5.2	-4.0	0.9	99.0	1.3
COc1ccccc1Nc1ccc([N+](=O)[O-])cc1N	99.0	-3.9	-1.0	-12.4	3.6	-5.7	0.7	98.0	-2.0
Cc1ccc(C)c(/C(O)=C2/C(=O)C(=O)N(CCN3CCOCC3)C2c2ccco2)c1 (stereo not drawn)	101.0	0.5	0.0	-4.5	-10.0	2.7	8.5	103.0	7.1
COc1cc(C2CC(c3c(C)cc(C)[nH]c3=O)=NN2c2ccccc2F)cc(OC)c1OC (stereo not drawn)	104.0	-2.0	9.0	48.8	-47.6	-10.0	-4.2	106.0	-13.8
O=C1CC(N2CCN(c3ccc(Cl)cc3)CC2)C(=O)N1c1ccc(F)cc1 (stereo not drawn)	108.0	-1.1	2.0	-1.5	-16.3	-10.2	7.0	107.0	-1.9
O=[N+]([O-])c1c(-c2cn[nH]c2)n[nH]c1-c1cn[nH]c1	100.0	-1.6	3.0	14.9	3.0	-6.9	19.7	107.0	1.1
CC(C)(C)Oc1ncc(Br)c(OC(C)(C)C)n1	104.0	-0.5	2.0	6.8	-0.1	-12.4	14.1	107.0	-1.5
COc1ccccc1-c1cc(C(=O)Nc2cc(C)on2)no1	105.0	-1.4	8.0	4.6	-6.2	-5.6	-22.2	104.0	5.1
C=CCN1C(=O)/C(=C\c2cccc(OC(=O)c3ccco3)c2)SC1=S	101.0	0.6	1.0	9.0	-4.4	-8.1	0.4	103.0	8.8
Cc1cccc(-c2nsc(SCC(=O)Nc3ccc4c(c3)OCO4)n2)c1	133.0	6.0	7.0	-2.7	2.1	-2.6	19.8	96.0	4.9
O=C(Nc1nnc(COc2ccc(Cl)cc2)s1)c1cccs1	99.0	1.8	8.0	0.0	-0.7	-1.4	-24.6	99.0	4.9
CC1(C)CC(=O)c2cc(C(=O)NNc3ccccc3)c(=O)n(-c3ccccc3)c2C1	97.0	-2.7	-4.0	2.1	-28.3	-6.6	9.8	97.0	-12.7
COc1ccc(NC(=O)CCCC(=O)OCC(=O)c2cccc(OC)c2)cc1	93.0	-4.0	-4.0	-6.4	-34.4	-7.1	8.8	91.0	-0.3
CCc1ccc(-c2cc(C(F)(F)F)n3nc(C(=O)Nc4cnn(Cc5ccccc5C)c4)cc3n2)s1	92.0	1.9	1.0	18.8	3.5	-4.9	-19.2	98.0	2.8
Cc1ccc(NC(=O)CCC(=O)N/N=C/c2ccc(O)cc2O)cc1	105.0	-0.8	4.0	-15.7	-0.9	-10.9	4.1	104.0	-6.0
CCc1cc(CNC(=O)CCc2nnc(CCCc3ccccc3)o2)on1	90.0	-1.6	-10.0	13.8	-10.0	-6.5	7.3	103.0	6.3
O=C(Cn1ncc2c1-c1ccccc1OC2)N(Cc1ccco1)C1CCCCC1	100.0	-0.6	5.0	11.5	-26.0	.	30.1	100.0	6.9
CN(C)CCOC(C1CCCCC1)C1CCCCC1	89.0	3.3	-2.0	26.2	12.4	-11.8	-108.1	85.0	-11.7
Cn1cc([N+](=O)[O-])c(C(=O)N/N=C\c2c[nH]c3ccccc23)n1	111.0	0.9	3.0	7.6	1.6	-4.2	10.5	108.0	-7.2
COc1cc(OC)c(OC)cc1CNCCNC(=O)c1nonc1N	106.0	-0.7	0.0	15.5	-0.8	-4.5	9.0	106.0	-4.1
Cc1cnc(SCc2ccc(Cl)cc2Cl)[nH]c1=O	95.0	-0.5	13.0	21.1	-12.3	-10.1	10.5	113.0	-10.1
Cc1cccc2c1-c1sc(C(=O)NCCCN3CCC(C)CC3)cc1CO2	186.0*	-0.6	29.0*	37.5	26.5	-11.4	5.5	107.0	-38.7
COc1cccc(C2N(c3cccc(Cl)c3)C(=O)C3CCCN32)c1OC (stereo not drawn)	95.0	-3.0	-1.0	-8.0	-0.6	1.7	-5.4	97.0	6.7
CSc1ccc(/C=C2\C(=N)N3N=C(CC(=O)N4CCOCC4)SC3=NC2=O)cc1	111.0	-4.2	8.0	6.2	-36.2	-6.0	7.0	104.0	8.3

Marked active in MEKK2wt PB1 HTS, of those listed so far:
mol,MEKK2wt PB1 HTS,CRFBP-R2 agonist,MEKK2mut PB1 HTS,UBC9 SUMO inh,GalR3 antag,CRFBP-R2 block,MEKK3 PB1 HTS,HCV NS3 hel inh
Cc1cccc2c1-c1sc(C(=O)NCCCN3CCC(C)CC3)cc1CO2,186.0*,-0.6,29.0*,37.5,-11.4,5.5,107.0,-38.7

Other compounds follow:
SMILES	MEKK2wt PB1 HTS	CRFBP-R2 agonist	MEKK2mut PB1 HTS	UBC9 SUMO inh	DNA FID counter	GalR3 antag	CRFBP-R2 block	MEKK3 PB1 HTS	HCV NS3 hel inh
Cc1nc2c(Br)c(C)nn2c2c1CCC2	104.0	0.1	0.0	6.5	0.6	4.0	6.8	105.0	-18.1
Cc1c(C(=O)Nc2ccccc2F)cnn1-c1ccccc1	105.0	-1.1	4.0	17.2	-7.6	-9.3	2.5	105.0	5.3
COc1cccc(NC(=O)c2cccc(N3C(=O)C4CCC(C)CC4C3=O)c2)c1 (stereo not drawn)	98.0	0.6	-3.0	-6.5	-30.1	4.8	-4.3	101.0	-16.1
COc1ccccc1CCNS(=O)(=O)c1cn(C)nc1C	104.0	0.2	1.0	-10.6	-5.3	-3.0	2.0	104.0	7.0
C/C=C(\C)C(=O)NCCN1C2=NC[C@H](Cc3ccc(O)cc3)N2C[C@H]1Cc1ccc(O)cc1	110.0	0.5	9.0	-5.7	8.2	-2.4	10.8	100.0	3.8
N#CCn1c(Cc2ccccc2)nc2ccccc2c1=O	110.0	0.2	10.0	19.2	-2.6	-10.2	-14.6	109.0	-2.3
Nc1c(C(=O)Nc2cccc(Cl)c2Cl)sc2nc(-c3cccnc3)ccc12	103.0	0.3	0.0	31.8	-2.4	-3.9	1.5	93.0	-3.7
COC(=O)CNC(=O)CSc1nnc(C)c(=O)[nH]1	99.0	-3.6	27.0	-8.9	1.2	-4.8	-2.6	104.0	-1.5
C[C@@H]1CC[C@]2(O[C@@H](CCO)C[C@@H](O)[C@@H]2O)O1	98.0	5.4	5.0	-12.6	.	-3.1	-17.8	105.0	.
O=C1c2ccccc2C(=O)C1c1ccccc1	99.0	0.0	3.0	-31.2	-15.1	-3.5	9.1	96.0	9.8
O=C(NCC(=O)N1CCCC1C(=O)O)OC1CCCCC1 (stereo not drawn)	90.0	2.1	-6.0	11.1	-3.7	4.0	-2.0	94.0	2.8
NC(=O)c1c(NC(=O)Cn2nc(C(=O)O)c3ccccc3c2=O)sc2c1CCC2	98.0	1.3	-1.0	16.4	-2.8	-1.8	5.8	103.0	8.4
Cc1ccc(C)c(N2CCN(CCCNC(=O)Cn3c(=O)c4cccn4c4cccnc43)CC2)c1	115.0	-1.2	13.0	6.1	25.1	-8.5	5.3	102.0	-33.5
CCCCN(C)CCNC(=O)c1nn(-c2ccc(OC)cc2)c(=O)c2c1c1ccccc1n2C	129.0	-0.4	12.0	-5.2	26.4	-4.5	-23.2	99.0	-45.7
COC(=O)Cn1c(=O)c2c(nc3n2CC(C)CN3CCc2ccccc2)n(C)c1=O (stereo not drawn)	96.0	-2.8	-2.0	8.8	-39.1	-7.2	0.0	98.0	-8.0
Cc1ccccc1Nc1cc(C(=O)NCc2ccco2)c2ccccc2n1	116.0	-0.5	2.0	22.2	-5.3	-1.6	22.5	110.0	0.1
COc1ccc(C(=O)Nc2ccc(-c3ccc(C)o3)cc2)cc1S(=O)(=O)N1CCOCC1	115.0	0.7	3.0	13.7	-1.4	93.6*	-28.2	106.0	0.6
CC(=O)N(C)c1cccc(-c2ccc3nnc(C)n3n2)c1	103.0	-3.9	1.0	3.1	-9.4	-6.5	15.5	101.0	1.3
C=Cn1cc[n+](CC(=O)c2cc(C(C)(C)C)c(O)c(C(C)(C)C)c2)c1	108.0	-0.4	1.0	-7.0	15.9	-4.7	13.7	101.0	-43.8
CC1=C(C(=O)OCC2CCCO2)C(c2coc3ccccc3c2=O)C2=C(CC(C)(C)CC2=O)N1 (stereo not drawn)	95.0	0.3	0.0	12.3	-28.0	-4.2	13.0	99.0	-7.2
Cc1cc(NC(=O)CN2CCN(Cc3ccccc3)CC2)nc2c1c(=O)oc1ccccc12	104.0	.	-3.0	5.0	7.0	.	.	86.0	-2.4
O=C(O)CN=C(NS(=O)(=O)c1ccc(Cl)cc1)c1ccc(F)cc1	101.0	0.3	1.0	8.7	-3.1	-5.3	8.3	99.0	-0.4
O=C(N/N=C/c1ccc2c(c1)OCO2)c1cccc2ccccc12	96.0	-0.4	6.0	7.6	-16.4	-9.3	-3.8	98.0	6.2

Some values from the results shown:
O=C(N/N=C/c1ccc2c(c1)OCO2)c1cccc2ccccc12 – DNA FID counter = -16.4
Cc1ccccc1Nc1cc(C(=O)NCc2ccco2)c2ccccc2n1 – MEKK2mut PB1 HTS = 2.0
COC(=O)Cn1c(=O)c2c(nc3n2CC(C)CN3CCc2ccccc2)n(C)c1=O (stereo not drawn) – CRFBP-R2 block = 0.0
